Screening results from PubChem BioAssay.
GSK3A inh: inhibitors of human GSK-3 alpha kinase | ADP-Glo luminescence, 60 min | 0.1% of 320,000 active | P49840 | inhibition, % at 10 µM;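 in the data active = inhibition above about 50%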;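 also: GST-tagged GSK-3 alpha with peptide substrate and 25 µM ATP; 0% = DMSO neutral wells and 100% = GW8510 positive control wells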
Target sequence (P49840 whole entry, looked up): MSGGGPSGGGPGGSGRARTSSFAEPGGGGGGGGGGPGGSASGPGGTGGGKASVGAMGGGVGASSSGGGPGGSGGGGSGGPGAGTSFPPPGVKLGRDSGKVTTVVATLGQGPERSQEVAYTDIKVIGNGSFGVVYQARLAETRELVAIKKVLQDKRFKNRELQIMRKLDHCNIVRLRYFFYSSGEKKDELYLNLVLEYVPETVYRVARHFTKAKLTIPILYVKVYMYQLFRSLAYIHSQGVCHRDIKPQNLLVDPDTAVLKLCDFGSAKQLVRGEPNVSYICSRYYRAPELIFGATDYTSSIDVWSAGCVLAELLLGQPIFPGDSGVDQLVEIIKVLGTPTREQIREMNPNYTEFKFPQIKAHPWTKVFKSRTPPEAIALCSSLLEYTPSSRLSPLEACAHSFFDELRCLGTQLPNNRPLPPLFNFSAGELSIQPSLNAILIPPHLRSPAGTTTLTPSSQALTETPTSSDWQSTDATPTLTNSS
KLF5 inh: inhibitors of KLF5 expression; DLD-1 KLF5 promoter-luciferase reporter, luminescence; inhibition, % at 5 µM; 0.23% of 290,000 active; AID 1700;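 active = inhibition above a per-plate limit of that plate's mean compound inhibition plus 3 SD, cut at about 60% in these data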;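 also: 0% = DMSO wells and 100% = LY294002 at 200 µM; higher means less KLF5 promoter-driven luciferase light; inactives centre near -14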
AI-2 QS mod: modulators of Vibrio harveyi AI-2 quorum sensing system; 0.4% of 300,000 active; AID 2094; Vibrio harveyi JMH597 AI-2 luminescence/OD600 ratio, 9 h; stronger effect = lower value; strain lacks LuxN and CqsS sensors; 0 = neutral-control median; activity change, % at 7.5 µM; in the data active = activity change below about -75%, passing the limit was not always enough; inconclusive = no clear call, values can overlap the other calls;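 also: luminescence divided by OD600 gain over 9 h not by final OD600 alone; inactives centre near 13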
HSP90 inh: blocks HSP90-mediated luciferase refolding in reticulocyte lysate; Rabbit reticulocyte lysate, luciferase refolding luminescence, 3 h; inhibition, % at 5.6 µM; 0.91% of 290,000 active;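 active = inhibition above the screen-wide mean plus 3 SD, computed separately per campaign, cut at about 16% in these data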;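 also: 0% = DMSO wells and 100% = 60 µM geldanamycin wells; inhibitors lower the luminescence because luciferase stays unfolded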
aSyn 5UTR inh: 5' untranslated region of α-synuclein, MLPCN primary screen; 0.82% of 300,000 active; AID 1813; alpha-synuclein 5'UTR reporter, inhibitor activity; inhibition, % (tested at 7.5 µM); in the data active = inhibition above about 60%; inconclusive = no clear call, values can overlap the other calls;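 also: H4 neuroglioblastoma cells stably carrying SNCA 5'UTR luciferase fusion; 0% = DMSO wells and 100% = positive control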
HSF1 inhib: HSF1 inhibition; NIH3T3-HGL HSE-luciferase, MG132-induced, luminescence 8 h; stronger effect = lower value; activity change, negative = inhibition, % at 7.5 µM (by protocol); 0.77% of 300,000 active;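 active = more than half of replicate wells show activity change below -50%, luminescence cut by over half; inconclusive = some wells, but at most half, below -50%; inactive = no replicate well below -50%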;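 also: luciferase reports HSF-1 transcriptional activity via heat shock element; 0% = median of DMSO wells and -100% = zero luminescence signal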
GSK3beta inhib: human GSK3beta kinase inhibition; P49841; GST-GSK3beta kinase, ADP-Glo luminescence, 60 min; stronger effect = lower value; activity score (negative = inhibition), % at 10 µM; 0.038% of 300,000 active; AID 2097;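 active = more than half of replicate wells score below -50%, meaning over 50% inhibition versus plate controls; inconclusive = some replicates but at most half score below -50%; inactive = no replicate scores below -50%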;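 also: 0% = median DMSO wells and -100% = median GW8510 positive control wells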
Target sequence (P49841 whole entry, looked up): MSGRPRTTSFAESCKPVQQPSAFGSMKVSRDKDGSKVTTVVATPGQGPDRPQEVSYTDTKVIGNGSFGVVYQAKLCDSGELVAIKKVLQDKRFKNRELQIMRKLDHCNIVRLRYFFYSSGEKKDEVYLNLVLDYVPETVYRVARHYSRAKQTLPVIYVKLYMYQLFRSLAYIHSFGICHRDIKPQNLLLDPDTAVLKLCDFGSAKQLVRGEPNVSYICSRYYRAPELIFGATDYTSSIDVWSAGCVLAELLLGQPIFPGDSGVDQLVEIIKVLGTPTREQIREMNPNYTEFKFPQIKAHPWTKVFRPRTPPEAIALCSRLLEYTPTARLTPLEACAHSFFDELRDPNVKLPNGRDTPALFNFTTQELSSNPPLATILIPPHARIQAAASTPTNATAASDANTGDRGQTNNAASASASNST
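Test system: GST-fused GSK3beta enzyme, cell-free | Quantity: 1.6 ng GST-GSK3beta enzyme per well | Reagent: 25 µM ATP with peptide substrate | Schedule: 60 min enzyme reaction, room temperature | Signal: Luminescent ADP-Glo measurement of ADP formed | Read-out basis: Score relative to plate controls | Control set: DMSO and 20 µM GW8510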
HIF activator: HIF pathway transcriptional activation | 0.32% of 300,000 active | activation, % at 7.5 µM (by protocol) | U2OS HRE-luciferase reporter, luminescence; normalized: DMSO 0%, desferrioxamine 100%;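 active = mean activation of at least 10% of the iron chelator positive control signal, with at least half of replicates also reaching 10%; inconclusive = mean and replicate majority disagree about reaching 10%; inactive = mean and most replicates under 10%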
IEC-6 tox: counter-screen for KLF5 inhibitors: cytotoxicity in IEC-6 cells; IEC-6 cytotoxicity, luminescence viability; inhibition, % at 5 µM; 0.78% of 290,000 active; in the data active = inhibition above about 22%;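 also: 0% = plate median of test compound wells and 100% = cytotoxic reference compound wells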
HSF-1 act: increases HSF-1 driven luciferase reporter signal; NIH3T3-HGL HSF-1 luciferase reporter, MG132, 8 h; 100% = twice DMSO control signal; activation, % at 9 µM; 1.7% of 300,000 active;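 active = mean replicate activation of at least 50% with a set share of replicates each reaching 50%; inconclusive = only one of those two conditions met; inactive = mean below 50% and too few replicates reaching it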;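 also: 0% = median of the neutral control wells and 100% = twice that signal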
Numbers without * were called inactive; ? = inconclusive; · = no result given.

SMILES | GSK3A inh | KLF5 inh | AI-2 QS mod | HSP90 inh | aSyn 5UTR inh | HSF1 inhib | GSK3beta inhib | HIF activator | IEC-6 tox | HSF-1 act
COCCCn1cc(C(=O)c2cc(OC)ccc2OCC(=O)N2CCCCC2C)cc(C#N)c1=O (centres undefined) | 2 | -10 | 12 | 2 | -3 | 5 | 0 | 0.9 | -6 | 1
COc1ccc(-c2cc(C(F)(F)F)n3nc(C(=O)N4CCOCC4)nc3n2)cc1 | · | -11 | 2 | 0 | · | · | 0 | · | 10 | ·
CCN1CCN(Cc2c(O)ccc3c2O/C(=C\C=C\c2ccccc2OC)C3=O)CC1 | 7 | -24 | 11 | -4 | -21 | 18 | 1 | 0.1 | 1 | 19
O=C(Cc1cccs1)Nc1nnc(SCC(=O)N2CCCCC2)s1 | 0 | -15 | 12 | 0 | -1 | -7 | -20 | 0.8 | -3 | -24
CCN1CSC(=S)N(Cc2ccccc2)C1 | -2 | -10 | 6 | -4 | -23 | 4 | 2 | -0.8 | -6 | 32
CN(Cc1nccn1C)C(=O)c1ccc(OC2CCN(CCc3ccccc3)CC2)cc1 | -2 | -49 | 17 | -2 | 12 | -4 | -2 | -0.2 | -4 | -14
NC(=O)c1cc([N+](=O)[O-])ccc1NCCN1C(=O)c2ccccc2C1=O | -5 | -21 | 18 | 1 | -7 | · | 0 | 0.2 | -5 | ·
CCOC(=O)C1CCCN(c2c(NCCN3CCCCC3CC)c(=O)c2=O)C1 (centres undefined) | -6 | -11 | 24 | 0 | 6 | -8 | 1 | -0.4 | -5 | -10
CSCC[C@H](NC(=O)C1CCC(CNC(=O)[C@@H]2CCCN2C(=O)OC(C)(C)C)CC1)C(=O)O (some centres undefined) | 0 | -49 | 16 | 2 | -16 | -8 | -1 | 2.8 | -5 | -2
Cc1ccc(C(=O)N/C(=C\c2ccccc2)C(=O)NCCCn2ccnc2)cc1 | -1 | -12 | -5 | 2 | -3 | -2 | -4 | -0.5 | 5 | -22
Cc1ccc(C2=NN=C(NC(=O)CSc3nc(C)cc(C)n3)SC2)cc1 | · | 5 | 3 | 3 | -22 | -3 | 2 | -0.9 | 5 | -1
O=S(=O)(c1ccc2c(c1)OCCO2)N1CCN(c2nc3ccccc3s2)CC1 | 3 | -5 | 13 | 1 | -12 | -1 | 3 | · | 2 | -2
CN1CCN(C2=C(Cl)C(=O)N(c3ccc(Cl)cc3)C2=O)CC1 | 0 | -10 | 11 | 5 | -25 | -5 | 4 | 0.1 | 0 | -25
CCOC(=O)C1CCCN(C(=O)c2cc(-c3ccc(F)cc3)nc3ccccc23)C1 (centres undefined) | -1 | -6 | 15 | 2 | -10 | 10 | 0 | 0.5 | 2 | 7
CC(C)CN(C(=O)CN1CCCCCC1)c1c(N)n(CC(C)C)c(=O)[nH]c1=O | 0 | -14 | 8 | -1 | 8 | -2 | 0 | -0.8 | -1 | -4
CCOC(=O)C1CCCN(C2CC(=O)N(c3ccc(C)c(C)c3)C2=O)C1 (centres undefined) | -2 | -9 | 35 | -1 | -5 | 8 | 2 | -0.1 | 3 | 38
CC(C)(C)C(=O)NC1CCN(S(C)(=O)=O)CC1 | 6 | -24 | 20 | 3 | -18 | 2 | 2 | 0.1 | 2 | 6
O=C(Nc1nccs1)C1CCCN(S(=O)(=O)c2cccnc2)C1 (centres undefined) | 0 | -40 | 31 | -2 | 11 | -13 | -2 | -0.1 | 2 | -4
Cc1cc(C)c2c(N)c(C(=O)c3cccc(Cl)c3)sc2n1 | · | -34 | 25 | -5 | -1 | -3 | 2 | -0.2 | 0 | 13
CC(C)c1cc(C(C)C)c(S(=O)(=O)N2c3ccccc3[C@@]3(Br)C[C@H]4C(=O)N[C@@H](Cc5ccccc5)C(=O)N4[C@@H]23)c(C(C)C)c1 | -1 | · | 18 | · | 13 | -17 | 1 | -3.6 | · | -16
O=C(Nc1cc([N+](=O)[O-])ccc1N1CCCC1)c1ccccc1 | 0 | -7 | 0 | -5 | -5 | 9 | -1 | 0.0 | -4 | 6
COCCn1nnnc1C(c1ccc(C(F)(F)F)cc1)N1CCOCC1 (centres undefined) | 2 | -6 | 7 | -3 | -10 | -5 | 2 | -0.2 | -4 | -15
CCOC(=O)Cc1csc(NC(=O)C(C)(C)C)n1 | 1 | -13 | 38 | -2 | -57 | 12 | -2 | 1.6 | -2 | 12
Cc1ccc(-c2nc3c(c(SCC(=O)N4CCOCC4)n2)COC(C)(C)C3)cc1 | -2 | -11 | 15 | -3 | 5 | -5 | 0 | -1.2 | -2 | -7
COC(=O)c1sc(NC(=O)COc2ccccc2)nc1C | 5 | -131 | 4 | 2 | -142 | 17 | -9 | 1.6 | -5 | 29
Continuation.
SMILES | GSK3A inh | KLF5 inh | AI-2 QS mod | HSP90 inh | aSyn 5UTR inh | HSF1 inhib | GSK3beta inhib | HIF activator | IEC-6 tox | HSF-1 act
COc1ccc(C(=O)N2CCCC(Nc3ccc(C)c(C)c3)C2)cc1 (centres undefined) | -4 | -4 | 10 | -3 | -2 | -3 | 1 | 0.3 | 0 | 0
CNC(=O)CSc1nc2cc(S(=O)(=O)Nc3ccccc3OC)ccc2o1 | 1 | -6 | 2 | 0 | 6 | 7 | -1 | -0.5 | 2 | 7
O=C(CCC(=O)N(c1ccccc1)C(C(=O)NC1CCCC1)c1ccncc1)Nc1cccnc1 (centres undefined) | -1 | 5 | 14 | 2 | -1 | 9 | 6 | 0.2 | -2 | 38
O=C(c1cccc(Cl)c1)N1CCCC(c2ccc(Cl)cc2)=N1 | 8 | -24 | 5 | 2 | -8 | 12 | -1 | -0.1 | 11 | 28
O=C(c1ccco1)N1CCN(C(=O)C2CCCN(S(=O)(=O)c3cccc4nsnc34)C2)CC1 (centres undefined) | 6 | -63 | 1 | -1 | 17 | -10 | -1 | 0.1 | -5 | 20
COc1ccc(C2(O)CCN(CCCCOc3ccccc3)CC2)cc1 | 2 | -4 | 6 | 0 | 14 | -1 | -2 | -0.7 | -2 | 2
O=C(CC1SC(=Nc2cccc3ccccc23)N(Cc2ccccn2)C1=O)Nc1ccccc1Br (centres undefined) | -1 | 2 | 15 | 1 | -26 | 6 | 2 | -0.3 | 2 | 8
CC1CCN(C(=O)CN2C(=O)C(=O)c3ccccc32)CC1 | -2 | -16 | 0 | -1 | -16 | -6 | 3 | -0.4 | 6 | -7
Cc1ccc(OCCN2CCN(C)CC2)c([N+](=O)[O-])c1 | -2 | -6 | 10 | 0 | 25 | 0 | -3 | 0.4 | 3 | 34
Cc1nc2c(n1C1CCCCC1)C(=O)c1ccccc1C2=O | -2 | -15 | 17 | -3 | 33 | -7 | -6 | -0.4 | -6 | -6
Cc1ccc(-n2ncc3c(=O)n(CC(=O)N(C(C)C)C(C)C)cnc32)cc1 | -2 | -24 | 25 | -1 | 13 | -5 | 2 | 2.0 | -6 | -2
O=C(N/N=C/C(Br)=C/c1ccccc1)c1cc(-c2ccco2)[nH]n1 | 2 | -8 | 5 | 1 | -62 | 125 | 1 | 6.3 | 3 | 130*
COc1ccc(-c2nn(-c3ccccc3)cc2C(=O)Nc2nc(CC(C)=O)ns2)cc1 | -3 | 21 | 14 | -1 | 0 | -8 | 1 | 0.3 | -2 | -7
Cn1cc(S(=O)(=O)N2CCCC2)cc1C(=O)NCCc1ccccc1 | -1 | -21 | 26 | 2 | -22 | -1 | 1 | 0.1 | 4 | -6
CC(=O)Nc1nc2ccccc2n1CCOc1ccccc1Cl | 0 | -9 | 31 | -4 | 73* | 2 | 0 | ? | 16 | 0
CCCCOC(=O)C1=C(C)NC(=O)NC1c1ccc([N+](=O)[O-])s1 (centres undefined) | 7 | -17 | -32 | 0 | -21 | 13 | -4 | -0.3 | -3 | 29
C=CC[N+]1(CC(=O)NCc2ccc(NC(C)=O)cc2)CCOCC1 | -2 | 4 | 7 | 4 | -10 | 0 | 1 | -1.1 | 3 | -8
O=c1ccc2cc(S(=O)(=O)N3CCN(c4ccccc4)CC3)ccc2o1 | -3 | -26 | 22 | -1 | 20 | 2 | 2 | -0.1 | 0 | -3
CCn1c(NC(=O)c2cccc(Cn3cc(Cl)cn3)c2)nc2ccccc21 | -1 | 0 | 9 | 2 | 36 | 8 | 2 | 0.5 | 7 | 26
O=c1cc(CO)oc(C(Nc2cccc([N+](=O)[O-])c2)c2ccccn2)c1O (centres undefined) | 0 | -14 | 15 | -2 | -5 | 0 | 2 | -0.2 | 0 | 4
Cc1ccc(-n2c(-c3ccncc3)nnc2-c2cccs2)cc1 | 6 | -18 | 19 | 5 | 23 | -7 | -2 | -0.5 | 1 | -30
CCOC(=O)N1CCN(C/C(Cl)=C/c2ccccc2)CC1 | -2 | -25 | 35 | -2 | -25 | 5 | 3 | 0.3 | -2 | 4
CCC(C)NC(=O)c1ccccc1NC(=O)c1ccccc1N(C)S(C)(=O)=O (centres undefined) | 2 | 16 | 40 | 1 | 16 | -1 | 1 | -0.4 | -6 | -11

Exported in markdown: 2 of the compounds above
| structure | GSK3A inh | KLF5 inh | AI-2 QS mod | HSP90 inh | aSyn 5UTR inh | HSF1 inhib | GSK3beta inhib | HIF activator | IEC-6 tox | HSF-1 act |
| --- | --- | --- | --- | --- | --- | --- | --- | --- | --- | --- |
| Cc1nc2c(n1C1CCCCC1)C(=O)c1ccccc1C2=O | -2 | -15 | 17 | -3 | 33 | -7 | -6 | -0.4 | -6 | -6 |
| O=c1cc(CO)oc(C(Nc2cccc([N+](=O)[O-])c2)c2ccccn2)c1O (centres undefined) | 0 | -14 | 15 | -2 | -5 | 0 | 2 | -0.2 | 0 | 4 |

By substructure: the compounds so far containing a Cl atom (six)
SMILES | GSK3A inh | KLF5 inh | AI-2 QS mod | HSP90 inh | aSyn 5UTR inh | HSF1 inhib | GSK3beta inhib | HIF activator | IEC-6 tox | HSF-1 act
CN1CCN(C2=C(Cl)C(=O)N(c3ccc(Cl)cc3)C2=O)CC1 | 0 | -10 | 11 | 5 | -25 | -5 | 4 | 0.1 | 0 | -25
Cc1cc(C)c2c(N)c(C(=O)c3cccc(Cl)c3)sc2n1 | · | -34 | 25 | -5 | -1 | -3 | 2 | -0.2 | 0 | 13
O=C(c1cccc(Cl)c1)N1CCCC(c2ccc(Cl)cc2)=N1 | 8 | -24 | 5 | 2 | -8 | 12 | -1 | -0.1 | 11 | 28
CC(=O)Nc1nc2ccccc2n1CCOc1ccccc1Cl | 0 | -9 | 31 | -4 | 73* | 2 | 0 | ? | 16 | 0
CCn1c(NC(=O)c2cccc(Cn3cc(Cl)cn3)c2)nc2ccccc21 | -1 | 0 | 9 | 2 | 36 | 8 | 2 | 0.5 | 7 | 26
CCOC(=O)N1CCN(C/C(Cl)=C/c2ccccc2)CC1 | -2 | -25 | 35 | -2 | -25 | 5 | 3 | 0.3 | -2 | 4
